NCI-60 one-dose screen, 48 h, at 10 µM unless noted. Numbers give growth in % (100 = growth as untreated, 0 = no growth, -100 = all killed).
786-0: 786-0 renal cancer cells; hit rate 5.1% among 81,000; AID 1794775
CAKI-1: CAKI-1 renal cancer | hit rate 4.7% among 75,000 | AID 1794772
A498: A498 renal cancer cells; AID 1794774; hit rate 5.4% among 76,000
UO-31: UO-31 renal cancer; hit rate 5.2% among 81,000
TK-10: TK-10 renal cancer cells; hit rate 3.9% among 81,000
SN12C: SN12C renal cancer cells; hit rate 3.8% among 81,000; AID 1794767
U251: U251 CNS tumor cells; hit rate 5.4% among 80,000; AID 1794753
ACHN: ACHN renal cancer. hit rate 4.9% among 81,000
RXF 393: RXF 393 renal cancer cells; hit rate 6.9% among 77,000; AID 1794773
* = called active by the depositor; / = not tested or not shown. Rule for the calls: active = growth percent below 10; inactive = the rest.

SMILES	786-0	CAKI-1	A498	UO-31	TK-10	SN12C	U251	ACHN	RXF 393
CCNc1ccc2ccccc2c1N=Nc1ccc(N=Nc2ccccc2)cc1	108	107	137	71	128	96	109	95	118
C/C(=N\NC(=O)CSc1nc2ccccc2c(=O)n1CCc1ccc(S(N)(=O)=O)cc1)c1ccc(Cl)cc1	48	78	84	76	60	80	29	83	86
NC(=O)CC[n+]1cccc(C(=O)O)c1	100	99	/	93	104	114	104	102	119
Cc1[nH]c(N)nc(=S)c1CCCNc1ccc(C(=O)NC(CCC(=O)O)C(=O)O)cc1 (stereo not drawn)	90	/	/	81	114	98	102	87	99
O=C1CCCCC(=O)[C@H]2CC3(CO[C@@H]2CO1)OCCO3	97	91	102	87	101	98	99	102	101
CC(C)c1cc(-c2nc3ccc(Cl)cc3[nH]2)no1	97	101	95	85	107	94	101	107	106
O=C1CCCc2cc(OCCCC(=O)N3CCCCC3)ccc2N1	106	96	108	88	106	115	103	109	113
O=C(Nc1sc2c(c1C(=O)O)CCCC2)c1ccc(Br)cc1	100	99	98	92	113	99	100	103	108
CCOP(=O)(OCC)c1nc(-c2ccc(C)cc2)oc1NCCCI	77	72	104	57	111	66	82	87	84
N=c1c2ccccc2nnn1-c1cccc(C(F)(F)F)c1	91	100	103	27	80	71	65	65	82
CC(=O)NC(=O)CC(O)(c1ccccc1)c1ccccc1	109	90	93	82	101	99	103	99	113
N=C(N)c1ccc(-c2ccc(-c3cc(F)cc(F)c3)o2)nc1	96	78	90	70	124	87	86	90	75
CC1(C)CC(=O)C2=C(C1)Nc1cc3c(cc1C2c1ccc(F)cc1)OCO3 (stereo not drawn)	109	96	82	74	99	106	91	99	82
CC(=O)N1c2ccc(C)cc2Sc2c1ccc1ccccc21	93	63	96	69	106	107	78	92	113
CN(C)CCC(O)(c1ccccc1)c1ccccc1Cl (stereo not drawn)	103	99	/	80	111	101	/	105	100
C/C(=N\NC(=O)Cn1c(-c2ccc(S(C)(=O)=O)cc2)nc2cc(Cl)ccc21)c1ccc(Cl)cc1	92	74	90	63	101	84	80	86	79
Cn1c(=O)[nH]c(=O)c2nc(CCC(=O)NCc3ccc(C(=O)O)cc3)c(=O)[nH]c21	110	92	109	89	103	101	101	103	121
Oc1ccc(-c2ccc3c(c2)ncn3-c2ccc(F)cc2)cc1	100	65	85	60	110	98	81	81	/
O=C1OC(c2nc3ccccc3s2)=C/C1=C\c1ccccc1	108	81	117	74	114	97	98	92	117
CC(=O)OC(COc1ccc(Cl)cc1)COc1ccc(Cl)cc1	103	92	99	91	106	100	103	101	102
CN(C)C1(C2c3ccccc3-c3ccccc32)c2ccccc2-c2ccccc21	101	97	102	87	122	85	96	103	93
CC1=C(/C=C/C(C)=C/C=C/C(C)=C/C=O)C(C)(C)CCC1	98	82	98	90	96	98	97	107	109
N#Cc1ccccc1-c1ccc(Cn2c(-c3cscn3)nc3c(Cl)cccc32)cc1	80	71	75	46	81	91	79	81	100
Cc1ccc(C(=O)/C=C/c2cc3ccccc3n3nnnc23)cc1	97	97	/	89	105	96	100	109	104
COc1ccc(C)cc1NS(=O)(=O)c1ccccc1	108	111	92	105	116	112	103	109	117
N#CCCN1CCSC1=S	102	95	115	73	104	104	103	104	112
O=S(=O)(O)C1CC2NC3C4CCCC(S(=O)(=O)O)C4C(Nc4ccccc4)CC3N(c3ccccc3)C2CC1Nc1ccccc1 (stereo not drawn)	107	100	107	76	100	123	108	96	135
N#C/C(=C\c1ccc(Br)cc1)n1nnc2c(F)cccc21	-13*	-4.9*	-22*	-66*	2.4*	-1.8*	-19*	-51*	-58*
C=C1C(=O)O[C@H]2[C@H]1CC/C(COC(=O)CCCCCC(=O)OC/C1=C/CC[C@@]3(C)O[C@H]3[C@H]3OC(=O)C(=C)[C@@H]3CC1)=C\CC[C@@]1(C)O[C@@H]21	7.1*	/	91	-32*	7.2*	1.0*	48	-26*	-77*
COc1ccc(-c2nc3n[nH]c(Nc4cccc(Cl)c4)c3c(=O)[nH]2)cc1OC	91	89	78	79	101	103	91	117	95
COc1ccc(CSc2nc3ccc(C)cc3c(=O)n2-c2ccc(OC)cc2OC)cc1	99	87	101	82	110	101	101	101	99
c1ccc(C2OCC3(CO2)COC(c2ccccc2)OC3)cc1 (stereo not drawn)	108	110	104	102	110	109	110	108	112
CC(C)(C)c1ccc(O)c(CN(CCO)CCO)c1	106	111	102	68	96	97	74	103	101
Clc1ccc2c(NCCCNC3CCCCC3)ccnc2c1	68	/	99	83	111	97	94	116	83
COc1cc(-c2nn(-c3cccc(NC(=O)Nc4ccc(Cl)c(C(F)(F)F)c4)c3)cc2-c2ccncc2)ccc1Cl	15	15	-6.7*	11	13	13	-21*	9.3*	-28*
COc1cccc2c1CN(C(=O)c1ccc(O)c(C(=O)N3Cc4ccc(OCCC[P+](c5ccccc5)(c5ccccc5)c5ccccc5)cc4C3)c1)C2	103	82	107	77	116	90	54	97	104
CCCCn1c(=O)c(/C=C/c2cc(/C=C/c3cc4cc(C)ccc4n(CCCC)c3=O)n(-c3ccccc3)n2)cc2cc(C)ccc21	94	88	101	87	106	103	68	86	104
CCc1nc(N)c(C)c(CC)n1	113	115	92	82	99	101	102	107	117
Cc1ccc(NC(=O)c2cc(-c3nc4ccccc4s3)c(=O)n(NS(=O)(=O)c3ccc(Cl)cc3)c2N)cc1	101	85	/	84	136	101	104	108	112
NC(=O)Nc1ccc(C(=O)O)cc1	104	95	102	90	84	102	103	104	108
Cc1ccc(-c2cc(-c3ccccc3)[nH]c(=O)c2C#N)s1	93	93	58	81	96	100	94	91	125
Cn1c(=O)c2c(nc(Br)n2CCC(=O)Nc2ccccc2)n(C)c1=O	97	97	108	84	108	101	97	103	121
O=c1[nH]c(=S)[nH]cc1-c1ccc(Cl)c(Cl)c1	92	73	94	94	74	95	89	100	90
COc1cc2nc(-c3ccc(C(F)(F)F)cc3)cc(OCCCNCC3CCCO3)c2cc1OC (stereo not drawn)	-55*	8.4*	18	36	/	46	56	32	3.2*
Cc1nnc2c3nnc(-c4ccccc4C(=O)O)n3c3ccccc3n12	113	90	97	90	118	95	95	98	89
CC(=O)N1C(=O)C(C(C)=O)(C(C)=O)c2ccccc21	107	85	93	72	137	96	95	94	128
CCOC(=O)c1cc(=O)nc(N)s1	105	89	/	96	111	106	89	107	98
Cc1c(C(=O)O)nnn1-c1nc2c(s1)CCCC2	89	102	81	93	94	105	96	113	111
Cc1nc(Nc2cccc(NC(=O)Nc3ccc(Cl)cc3)c2)c2ccccc2n1	96	80	82	88	104	93	92	105	/
COc1ccc(/C=C/C(=O)c2c(C)nc3ccccc3c2/C=C/c2ccc(C)cc2)cc1OC	95	61	59	66	144	69	84	76	80

Single records, as listed above.
CC(=O)N1C(=O)C(C(C)=O)(C(C)=O)c2ccccc21 is listed with 786-0 = 107; CAKI-1 = 85; A498 = 93; UO-31 = 72; TK-10 = 137; SN12C = 96; U251 = 95; ACHN = 94; RXF 393 = 128
COc1ccc(/C=C/C(=O)c2c(C)nc3ccccc3c2/C=C/c2ccc(C)cc2)cc1OC is listed with 786-0 = 95; CAKI-1 = 61; A498 = 59; UO-31 = 66; TK-10 = 144; SN12C = 69; U251 = 84; ACHN = 76; RXF 393 = 80

Next records follow.
SMILES	786-0	CAKI-1	A498	UO-31	TK-10	SN12C	U251	ACHN	RXF 393
Cc1[nH]c2ncnc(Nc3ccc(NC(=O)Nc4cccc(C(F)(F)F)c4)c(F)c3)c2c1C	116	104	119	113	133	96	112	96	110
O=C1Nc2ccccc2/C1=C/c1cn(C(=O)c2ccc(Cl)cc2)c2ccccc12	111	59	116	75	130	95	99	103	130
NS(=O)(=O)c1ccc(N=Nc2c(O)n(CC(=O)Nc3ccc(Cl)cc3)c3ccccc23)cc1	67	59	80	53	100	94	89	60	67
CCC(C)C1NC(=O)C(CC(C)C)NC(=O)C(C)NC(=O)C(C(C)C)NC(=O)C(CCCCN)NC(=O)C(CC(C)C)NC(=O)C(C(C)C)NC(=O)[C@H](C)NC(=O)C(C(C)CC)NC(=O)C(CCCN=C(N)N)NC(=O)C(CCCCN)NC(=O)C(CCCN=C(N)N)NC(=O)C(CCCCN)NC(=O)C([C@H](C)CC)NC(=O)C(CCCCN)NC1=O (stereo partly drawn)	11	8.2*	21	22	20	11	3.5*	3.4*	33
O=C(NCCc1ccccc1)c1ccccc1	107	104	86	102	111	104	100	107	109
Fc1ccccc1Nc1ccc2nnc(-c3ccncc3)n2n1	101	102	96	88	114	103	101	100	113
CCOC(=O)C1=NN(c2ccccc2)C(=O)C1N=Nc1ccc(S(=O)(=O)Nc2nnc(C)s2)cc1 (stereo not drawn)	104	102	103	81	/	99	/	98	105
c1csc(-c2[nH]nc3c2CCc2ccccc2-3)c1	103	79	78	54	28	93	78	82	95
CC(C)(C)N(N)Cc1ccccc1	101	91	100	79	114	101	/	99	95
CC1=C(C(=O)N(Cc2ccccc2)Cc2ccccc2)C(c2ccccc2)NC(=O)N1 (stereo not drawn)	/	106	104	77	102	105	101	103	/
CC1CSC(=C(C#N)C#N)S1 (stereo not drawn)	100	103	127	96	94	/	96	100	136
CC(=N)C1=C(O)COC1=O	106	102	74	83	99	96	99	97	118
Cc1ccc(C(C)C)c(O)c1NC(=O)OC(C)C	92	121	92	/	116	92	105	/	108
CCOC(=O)c1cn(CCN(C(C)C)C(C)C)c2nc(NCc3ccc(OC)c(OC)c3)nn2c1=O	91	82	98	73	87	99	94	99	93
CC(C)NC(=O)OCc1c(COC(=O)NC(C)C)c([N+](=O)[O-])n2c1CCC2	105	92	108	100	111	102	/	111	103
O=C1/C(=C/c2ccccc2Cl)SC(=S)N1C1c2ccccc2Oc2ccccc21	78	92	103	85	94	/	93	91	98
N#CC(N=Nc1cccc2ccccc12)C(N)=O (stereo not drawn)	102	83	77	95	101	98	97	101	88
Cc1cc(=O)oc2c1ccc1oc(C#N)c(C)c12	85	106	75	95	89	101	99	103	113
O=S(=O)(O)c1ccc2c(c1)C(C(Cl)(Cl)Cl)OC(C(Cl)(Cl)Cl)O2 (stereo not drawn)	119	98	102	93	103	105	91	110	113
NS(=O)(=O)c1cccc(Nc2nc(SCC(=O)c3ccc(Br)cc3)nc3ccccc23)c1	14	-11*	/	60	124	75	60	28	24
Oc1ccc(Cl)cc1/C=N\NC(=S)N/N=C/c1cc(Cl)ccc1O	21	-7.2*	38	16	31	46	26	15	43
CCn1c(Sc2nnc(NC(C)=O)s2)nc2c1c(=O)n(C)c(=O)n2C	100	94	/	83	103	94	106	95	91
CCOC(=O)CSCC(N)=O	115	107	109	92	107	112	110	102	119
COc1ccc(C2CCc3ccccc32)cc1 (stereo not drawn)	94	99	96	79	96	98	96	109	109
N#Cc1ccc([N+](=O)[O-])cc1OCCN1CCCCC1	93	107	101	95	97	/	105	105	122
CC(C(=O)O)=C(c1ccccc1)c1ccccc1	97	94	115	73	101	102	106	108	114
O=C1/C(=C/c2ccccc2)CCc2nc3ccccc3c(/C=C/c3ccccc3)c21	100	92	110	81	136	102	101	101	114
Cc1[nH]c(C)c(Cl)c(=O)c1Cl	100	94	108	82	102	106	106	100	114
O=C(NCc1ccc(F)c(Cl)c1)C1C2C(=O)N(c3ccc(Cl)cc3)C(=O)C2C2c3ccccc3C=NN12 (stereo not drawn)	95	87	101	58	116	92	107	94	83
Nc1cc2ccncc2c2ccccc12	78	58	67	52	81	53	81	36	82
Nc1cc(Nc2ccccc2Cl)nc(N)n1	101	/	101	84	92	106	104	/	104
NC(N)=N/N=C/c1ccc[nH]1	108	/	/	78	115	110	108	107	105
O=c1cc(-c2ccccc2)oc2cc(OCCCCNCc3ccccc3)cc(O)c12	-68*	26	38	37	79	/	-65*	60	-80*
CCc1cnn2c(NCc3ccc[n+]([O-])c3)cc(N3CCCC[C@H]3CCO)nc12	8.0*	6.7*	-60*	-7.4*	-16*	4.3*	-8.9*	2.9*	-65*
Cc1ccc(NC(=O)Nc2nc3ccc(OC(F)(F)F)cc3s2)cc1	104	95	83	89	101	104	103	103	122
CN1CCN(Cc2ccc(NC(=O)c3cncc(C#Cc4c(N)ncc5cc(F)ccc45)c3)cc2C(F)(F)F)CC1	-94*	62	74	15	67	42	-97*	40	-60*
CC(C)(O)c1ccc2c(c1)CC[C@@H]1C(C)(C)C(=O)CC[C@@]21C	105	85	109	84	107	99	98	100	121
COc1ccc(-c2nc(SCC(C)C)[nH]c(=O)c2C#N)cc1	95	100	82	79	107	101	98	98	104
COC(=O)c1c(-c2ccccc2)csc1NC(=O)c1c(-c2ccccc2)noc1C	24	6.3*	68	26	56	45	13	31	39

Grouped by structure: the entries above with an NH in an aromatic ring
SMILES	786-0	CAKI-1	A498	UO-31	TK-10	SN12C	U251	ACHN	RXF 393
Cc1[nH]c(N)nc(=S)c1CCCNc1ccc(C(=O)NC(CCC(=O)O)C(=O)O)cc1 (stereo not drawn)	90	/	/	81	114	98	102	87	99
CC(C)c1cc(-c2nc3ccc(Cl)cc3[nH]2)no1	97	101	95	85	107	94	101	107	106
Cn1c(=O)[nH]c(=O)c2nc(CCC(=O)NCc3ccc(C(=O)O)cc3)c(=O)[nH]c21	110	92	109	89	103	101	101	103	121
COc1ccc(-c2nc3n[nH]c(Nc4cccc(Cl)c4)c3c(=O)[nH]2)cc1OC	91	89	78	79	101	103	91	117	95
Cc1ccc(-c2cc(-c3ccccc3)[nH]c(=O)c2C#N)s1	93	93	58	81	96	100	94	91	125
O=c1[nH]c(=S)[nH]cc1-c1ccc(Cl)c(Cl)c1	92	73	94	94	74	95	89	100	90
Cc1[nH]c2ncnc(Nc3ccc(NC(=O)Nc4cccc(C(F)(F)F)c4)c(F)c3)c2c1C	116	104	119	113	133	96	112	96	110
c1csc(-c2[nH]nc3c2CCc2ccccc2-3)c1	103	79	78	54	28	93	78	82	95
Cc1[nH]c(C)c(Cl)c(=O)c1Cl	100	94	108	82	102	106	106	100	114
NC(N)=N/N=C/c1ccc[nH]1	108	/	/	78	115	110	108	107	105
COc1ccc(-c2nc(SCC(C)C)[nH]c(=O)c2C#N)cc1	95	100	82	79	107	101	98	98	104

Compound activity from PubChem BioAssay.
